From PubChem
QS inhibitor: blocks AIP-induced quorum sensing reporter in S. aureus; S. aureus RN6390 RNAIII-GFP reporter, flow cytometry 3 h; inhibition, % at 2 µM; 0.3% of 24,000 active;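 active means share of bacteria positive for the green fluorescent reporter and its mean brightness both inhibited by 50% or more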;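 further: 0% = AIP-stimulated control and 100% = unstimulated bacteria without AIP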
QS inhibitor GFP MFI %: second read-out of QS inhibitor, no call of its own (marks repeat the call); inhibition, %; measured here: inhibition of GFP MFI
An asterisk follows results filed as active. An excerpt; count on the stated rates, not on these rows.

No.	structure	QS inhibitor GFP MFI %	QS inhibitor
1	COc1cccc(C2CC(=O)N3CN(c4cccc(Cl)c4C)CSC3=C2C#N)c1OC (stereo unspecified)	-24	-4
2	CCn1c(C(=O)N2CCCC(C(=O)NCCCc3ccccc3)C2)cc2sccc21 (stereo unspecified)	-11	-3
3	Brc1cccc(-c2nnc3sc(CN4CCC5(CC4)OCCO5)cn23)c1	12	2
4	O=c1c2ccccc2nc2c3ccccc3c(N3CCOCC3)nn12	-13	-2
5	CCc1nnc(NC(=O)C2Cc3ccccc3CN2S(=O)(=O)c2cccs2)s1 (stereo unspecified)	-30	0
6	O=c1cc(-c2ccco2)oc2ccc(Cl)cc12	17	0
7	Cn1c(=O)cc(OCCCC(=O)NCc2ccc3c(c2)OCO3)c2ccccc21	-26	-4
8	COc1cccc(-c2cc(C(F)(F)F)nc(-n3cncn3)n2)c1	23	0
9	COCCn1c(=S)[nH]c2cc(C(=O)N3CCN(Cc4ccc5c(c4)OCO5)CC3)ccc2c1=O	-4	-4
10	C=CCn1c(=O)[nH]c2cc(C(=O)N3CCN(c4ccc(C(C)=O)cc4)CC3)ccc2c1=O	-3	-1
11	Cn1c(=O)oc2cc(S(=O)(=O)N3CCCC(C(=O)NCCN4CCOCC4)C3)ccc21 (stereo unspecified)	-39	-2
12	O=C(O)CN1C(=O)CNC1=O	3	0
13	CCOCCCNC(=O)c1ccc2c(c1)N(Cc1ccccc1)C(=O)CS2=O (stereo unspecified)	-4	0
14	O=C(Nc1nccs1)C(NS(=O)(=O)c1ccc(Br)s1)c1ccccc1 (stereo unspecified)	18	4
15	COCCNC(=O)c1cc2c(=O)n(C)c3ccccc3c2n1C	-4	-6
16	Nc1nc(Nc2ccc(Cl)cc2Cl)nc(C(F)(F)F)n1	16	0
17	COc1ccc(S(=O)(=O)N2CC3C4C=CC(C4)C3C2)cc1 (stereo unspecified)	40	11
18	O=c1c2[nH]c3ccc(F)cc3c2ncn1CCN1CCN(Cc2ccccc2)CC1	17	2
19	c1ccc(-n2ncc3c(NC4CCCCCC4)ncnc32)cc1	19	0
20	CCn1c(=O)c2cc(C(=O)N3CCCC3)sc2c2ccccc21	4	2
21	CCCCCn1c(CN2CCN(c3cccc(Cl)c3)CC2)nc2c1c(=O)[nH]c(=O)n2C	-14	-2
22	Cc1ccc(-c2nc(S(=O)(=O)c3ccc(F)cc3)c(SCC(=O)NCC3CCCO3)o2)cc1 (stereo unspecified)	2	0
23	CC1Cc2ccccc2N1C(=O)C1CCCN(S(=O)(=O)c2cccc3cccnc23)C1 (stereo unspecified)	6	2
24	COc1ccc(CCn2c(=N)c(C#N)cc3c(=O)n4ccccc4nc32)cc1	-1	0
25	COc1ccc(CCNS(=O)(=O)c2cccc3nsnc23)cc1OC	-8	-4
26	CCOC(=O)c1ccccc1NC(=O)c1c(O)c2ccccc2n(CC)c1=O	-2	0
27	O=C(NCCN1CCCCCC1)C1CCN(S(=O)(=O)N2CCOCC2)CC1	-7	-2
28	O=C(CN1CCN(Cc2ccc3c(c2)OCO3)CC1)Nc1ccc2c(c1)OCO2	-26	-3
29	CCOC(=O)CCC(=O)Nc1ccc(S(=O)(=O)N2CCCC2)cc1	-3	4
30	O=C1CCc2cc(S(=O)(=O)N3CCC(C(=O)NC4CCCCCCC4)CC3)ccc2N1	-26	-11

Entries from the list above with a CF3 group:
No.	structure	QS inhibitor GFP MFI %	QS inhibitor
8	COc1cccc(-c2cc(C(F)(F)F)nc(-n3cncn3)n2)c1	23	0
16	Nc1nc(Nc2ccc(Cl)cc2Cl)nc(C(F)(F)F)n1	16	0

Back to the main list, repeating the two entries before the break.
No.	structure	QS inhibitor GFP MFI %	QS inhibitor
29	CCOC(=O)CCC(=O)Nc1ccc(S(=O)(=O)N2CCCC2)cc1	-3	4
30	O=C1CCc2cc(S(=O)(=O)N3CCC(C(=O)NC4CCCCCCC4)CC3)ccc2N1	-26	-11
31	COc1ccc(C(=O)c2coc3ccc(O)c(CN(C)C)c23)cc1	-14	-3
32	Cc1cccc(-n2nc3c(c2NC(=O)c2ccco2)CSC3)c1C	-3	-2
33	CCn1cc(C(=O)Nc2ccc3c(c2)OCCO3)c2cc(OC)c(OC)cc2c1=O	11	2
34	O=C(CCS(=O)(=O)c1cccc2nonc12)N1CC(=O)N(CCc2ccccc2)C(=O)C1	7	0
35	Cc1c(C)c2cc3c4c(oc3c(C)c2oc1=O)CCCC4	-2	-3
36	O=C(/C=N/O)NCc1ccncc1	-4	3
37	Cc1ccc2nc(C(F)(F)F)c(C#N)c(N)c2c1	10	10
38	O=C(CCCCn1c(=O)[nH]c2ccccc2c1=O)NCc1ccc2c(c1)OCO2	-9	-6
39	C[N+](C)(C)CCCCCCCCCC[N+](C)(C)C	10	0
40	CCOC(=O)c1sc(=S)n(C)c1N	3	3
41	COc1ccc(C(=O)O)cc1Nc1cc(C)nc2ncnn12	-5	-2
42	Cc1cc(C)cc(-n2nnc(C(=O)NCc3ccco3)c2N)c1	-7	-2
43	CCCCC1(CC)C(=O)NC(=O)NC1=Nc1ccc(OC)cc1 (stereo unspecified)	-18	-4
44	COc1ccc(C(CC(=O)O)NC(=O)COc2ccccc2)cc1OC (stereo unspecified)	-6	-1
45	CC1CCC2C(C1)c1sc(=O)[nH]c1SC2(C)C (stereo unspecified)	7	0
46	COc1ccc(Cl)cc1NC(=O)Cn1c(=O)n2nc(C)nc2c2ccccc21	21	11
47	Cc1cc(NC(=O)CSc2c3c(nc4ccccc24)CCC3)no1	4	-1
48	CCC(C)N1CC(C(=O)NC2CCCCC2)CC1=O (stereo unspecified)	6	2
49	CCOc1ccccc1N1Cc2cc(C)c(C)cc2C1	15	4
50	CCC(C)N(C)Cc1cccc(C2(O)CCN(S(=O)(=O)c3ccc(F)cc3)CC2)c1 (stereo unspecified)	-9	0
51	CCOC(=O)Cn1c2c(c(-c3ccccc3OC)cc1=O)CCCC2	40	10
52	CCCCCc1nc2c(=O)n(C)c3ccccc3c2o1	15	9
53	CCOCCCNC(=O)c1c(C)c(C(=O)OCC)n(C)c1C	-8	-4
54	COCCOC(=O)c1c(C)nc(SCC(=O)Nc2ccc(OC)cc2)c(C#N)c1-c1ccco1	7	2
55	O=C1CC(c2ccccc2)CC(O)=C1C=NCCN1CCOCC1 (stereo unspecified)	6	0
56	CNc1nnc(-c2cc3ccccc3oc2=O)s1	-2	-2
57	Cc1cc(N2CCN(c3cccc(C(F)(F)F)c3)CC2)n2nc(C)nc2n1	-14	0
58	O=S(=O)(Nc1nc2ccccc2nc1NCc1ccco1)c1ccc(Cl)cc1	14	4
59	Cn1c(C(=O)N2CCN(C3CCCCC3)CC2)cc2c(=O)n(C)c3ccccc3c21	-4	0
60	CC(O)c1cc2c(cc1NC(=O)c1cnn3c1NC(c1ccco1)CC3C(F)(F)F)OCO2 (stereo unspecified)	9	-1

Record cards, from the list above. Screens in order: QS inhibitor GFP MFI % | QS inhibitor
`O=S(=O)(Nc1nc2ccccc2nc1NCc1ccco1)c1ccc(Cl)cc1` in the list: 14 | 4
`CNc1nnc(-c2cc3ccccc3oc2=O)s1` in the list: -2 | -2
`Cc1cc(C)cc(-n2nnc(C(=O)NCc3ccco3)c2N)c1` in the list: -7 | -2
`CC(O)c1cc2c(cc1NC(=O)c1cnn3c1NC(c1ccco1)CC3C(F)(F)F)OCO2` (stereo unspecified) in the list: 9 | -1

New compounds follow:
No.	structure	QS inhibitor GFP MFI %	QS inhibitor
61	COc1ccc(C(=O)Nc2ccccc2C(=O)NCCN2CCOCC2)cc1	-6	-1
62	Cc1cc(C)n(CCc2nc(-c3cccs3)cs2)n1	-4	-4
63	CCCS(=O)(=O)N1CCN(C(=O)CCC2CCCC2)CC1	7	0
64	O=S(=O)(NCC(O)COCc1ccco1)c1cccs1 (stereo unspecified)	-1	-1
65	Cc1cc(S(=O)(=O)N2CC(=O)N(CCc3ccccc3)C(=O)C2)ccc1F	-12	-6
66	O=C(NCCCN1CCCC1)Nc1cccc2ccccc12	-19	-5
67	O=C1CC(=C(c2ccccc2)c2ccccc2)C(=O)N1CCN1CCN(c2cccc(Cl)c2)CC1	15	6
68	Cc1cc(C)c(C#N)c(SCc2ccc(C#N)cc2)n1	20	0
69	CC(C)c1ccc(NC(=O)C(c2ccc3c(c2)OCO3)N2CCN(C(=O)c3ccco3)CC2)cc1 (stereo unspecified)	13	14
70	Cn1c2ccccc2c2ncn(CCCN3CCOCC3)c(=O)c21	-20	-3
71	Cn1c(=O)[nH]c(=O)c2c1nc(CN1CCN(c3ccc(F)cc3)CC1)n2CCN1CCOCC1	-26	-1
72	C=CCn1c(SCC(=O)Nc2ccc(C(=O)OC(C)C)cc2)nnc1-c1cccs1	10	3
73	CC(C)CCNC(=O)[C@H](CC(C)C)NC(=O)[C@H]1O[C@@H]1C(=O)O	2	1
74	Cc1cc(=O)oc2cc(NC(=O)CCCC(=O)O)ccc12	31	1
75	C/C(Cl)=C/Cn1c(SCc2ccc(Cl)cc2)nc2c1c(=O)[nH]c(=O)n2C	5	-1
76	CCOC(=O)N1CCN(CC(=O)Nc2cc(C)nn2-c2nc3ccccc3s2)CC1	12	-1
77	CCN(CC)c1ccc(NC(=O)CSc2nc(C)cc(=O)[nH]2)cc1	18	2
78	CCOC(=O)C1CCCN(c2c(NCCc3ccc(S(N)(=O)=O)cc3)c(=O)c2=O)C1 (stereo unspecified)	-14	0
79	COc1cc(CO)cc(Br)c1OCC(=O)O	-11	-4
80	CCC(C)NC(=O)CN(c1ccc2c(c1)OCO2)S(=O)(=O)c1c(C)n[nH]c1C (stereo unspecified)	-15	-4
81	COC(=O)c1ccccc1NC(=O)Nc1cc(C)cc(C)n1	11	4
82	CCc1cccc(NC2c3ccccc3C(=O)N2c2ccc(C)cn2)c1 (stereo unspecified)	8	2
83	Cc1cc(Nc2cccc(Cl)c2C)n2ncnc2n1	-6	0
84	Cc1ccc(-c2nc(NC(=O)CSc3nnc(C)s3)ns2)cc1	1	0
85	CC1Cc2cc(/C(O)=C3/C(=O)C(=O)N(CCN4CCOCC4)C3c3cccc(O)c3)ccc2O1 (stereo unspecified)	33	3
86	S=C(c1cccs1)N1CCCC1	1	-2
87	CNC(=O)c1cc2c(=O)n3cccc(C)c3nc2n1C	-8	-3
88	CC1CN(C(=O)CSc2ncnc3sccc23)CC(C)O1 (stereo unspecified)	-10	-3
89	CCN(CC)CCCn1c(=S)[nH]c2ccc(Cl)cc2c1=O	9	2
90	COc1ccccc1NC(=O)C(C)NS(=O)(=O)c1ccc(F)cc1 (stereo unspecified)	-2	0

No.	structure	QS inhibitor GFP MFI %	QS inhibitor
91	CC(=O)c1cc2c(=O)c3cc(C)ccc3oc2nc1C	1	-4
92	O=C1CCc2cc(S(=O)(=O)N3CCN(Cc4ccc5c(c4)OCO5)CC3)ccc2N1	-5	-5
93	COc1ccc(N2CCN(CCNC(=O)CCN3C(=O)COc4ccccc43)CC2)cc1	5	0
94	CCOC(=O)n1c(=O)oc2cc(S(=O)(=O)N3CCCCC3)ccc21	-1	0
95	CCn1c(=O)cc(OCC(=O)NCC2CCCO2)c2ccccc21 (stereo unspecified)	11	2
96	O=C(Nc1ccccc1C(F)(F)F)N1CCCC(O)C1 (stereo unspecified)	6	2
97	CCn1c(=O)cc(OCC(=O)N2CCc3ccccc32)c2ccccc21	5	0
98	COc1ccc(N(C(C)=O)C2C=CS(=O)(=O)C2)c(OC)c1 (stereo unspecified)	8	0
99	CCOC(=O)c1ccc(NC(=O)c2c(C)[nH]c(C(=O)OCC)c2C)cc1	13	5
100	O=C(CCCCCN1C(=O)C2C3C=CC(C3)C2C1=O)Nc1nccs1 (stereo unspecified)	-6	-1
101	COc1ccc(N2CCN(C(=O)CCCC3=NS(=O)(=O)c4ccccc4N3)CC2)cc1	-15	0
102	C/C(=N\O)C(=O)NCc1ccccn1	-9	-2
103	CCOC(=O)C1CCCN(C(=O)Cn2sc3nc(C)cc(C)c3c2=O)C1 (stereo unspecified)	-28	-4
104	CN(C(=O)C1CCCO1)c1nnc(-c2ccncc2)s1 (stereo unspecified)	-10	-5
105	Cn1cccc1Cc1nnc(SCC(=O)NCc2ccc(F)cc2)n1-c1ccc(F)cc1	2	1
106	CCN(CC)CCCNC(=O)CC1Oc2ccc(C)cc2NC1=O (stereo unspecified)	-37	0
107	CCOc1ccccc1C1C(C(=O)Nc2ccccc2OC)=C(C)Nc2nc(CCCO)nn21 (stereo unspecified)	28	4
108	CC(c1ccccc1)N1C(=O)c2ccc(C(=O)NCc3ccco3)cc2C1=O (stereo unspecified)	9	3
109	COC(=O)c1ccc2c(=O)n(CCN3CCOCC3)c(SCC(=O)NC3CCCCC3)nc2c1	-1	0
110	O=S1(=O)CCC(N=Cc2cc(Br)ccc2O)C1 (stereo unspecified)	5	-1
111	COCCSc1ccccc1C(=O)Nc1cc(C)on1	-2	0
112	Cc1cc(C)n2nc(S(=O)(=O)N(C)Cc3ccccc3)nc2n1	-5	-1
113	COc1ccc(-c2cc(C(=O)N3CCCc4ccccc43)no2)cc1OC	8	1
114	CC(=O)c1cc2c(cc1NC(=O)CCn1cccc1)OCO2	6	3
115	CC1CCN(C(=O)CSc2nnc(Cc3cccn3C)n2CCc2ccccc2)CC1	-10	-7
116	Cn1c(=O)c(=O)n(C)c2cc(S(=O)(=O)N3CCc4ccccc43)ccc21	-38	-1
117	CC1CN(c2nc(-c3ccccc3)nc3ccccc23)CC(C)O1 (stereo unspecified)	6	0
